Screening data deposited in PubChem by several laboratories.
DAX1 inh-1 – blocks DAX1 repression of SF-1 activated StAR promoter; inhibition, % at 6.8 µM; hit rate 1.1% among 370,000; HEK293T StAR-luciferase reporter, SF-1/DAX-1 repression relief; AID 652010;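 active means inhibition above the mean over all tested compounds plus 3 SD, cut at about 3.6% in these data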;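 further: 0% = DAX-1 cells with DMSO and 100% = cells lacking DAX-1 with DMSO; higher inhibition means more luminescence from relief of DAX-1 repression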
Rev-erbA mod – Rev-erb alpha (human) modulation. Rev-erbα–FITC-DNA binding, fluorescence polarization, 90 min. activity, % at 10 µM. hit rate 0.79% among 370,000. P20393. AID 1259318;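 active means activity above about 14%, limit read from the data; passing the limit was not always enough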;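 further: 0% = DMSO wells with 35 nM protein and 100% = DMSO wells with 750 nM protein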
PLC-gamma1 inh – inhibitors of human phospholipase C gamma1; hit rate 0.84% among 370,000; purified PLC-gamma1, fluorogenic substrate, fluorescence; inhibition, % at 12.2 µM; in the data active means inhibition above about 9.5%
SMARCA2 activ – SMARCA2 function activation, primary screen. MG213 cells, MMTV-luciferase reporter, dexamethasone, overnight. AID 652017. hit rate 1% among 370,000. activation, % at 9.1 µM; in the data active means activation above about 7.8%;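 further: 0% = vehicle wells and 100% = reference activator wells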
hcDAF12 agonist – activates DAF-12 receptor from parasite H. contortus | activation, % at 6.8 µM | hit rate 1.4% among 370,000 | HEK293 hcDAF-12 lit1-tk-luc reporter, luminescence; 0% DMSO, 100% Δ7-dafachronic acid;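 active means activation above the mean of all tested compounds plus 3 SD, cut at about 5.5% in these data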;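 further: 100% = response to 3 µM Δ7-dafachronic acid high control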
DAX1 inh-2 – inhibits human nuclear receptor DAX1; P51843; HEK293 Gal4-DAX1 luciferase reporter, luminescence; inhibition, % at 6.75 µM; hit rate 0.99% among 340,000; AID 504766;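 active means inhibition above the mean over all tested compounds plus 3 SD, cut at about 4.2% in these data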;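 further: 0% = DAX1-transfected cells with DMSO and 100% = empty-vector control cells with DMSO; inhibition shows as a rise in luminescence from relieved DAX1 repression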
Target sequence (P51843 207-470 limits assumed): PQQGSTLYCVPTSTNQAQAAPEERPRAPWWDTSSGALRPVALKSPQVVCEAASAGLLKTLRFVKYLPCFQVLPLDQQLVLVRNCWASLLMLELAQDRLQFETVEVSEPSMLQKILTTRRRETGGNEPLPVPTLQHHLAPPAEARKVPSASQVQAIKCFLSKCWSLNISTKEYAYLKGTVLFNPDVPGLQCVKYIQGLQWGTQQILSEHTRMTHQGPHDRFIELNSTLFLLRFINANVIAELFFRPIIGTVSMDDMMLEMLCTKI
ssDAF-12 act – activates DAF-12 receptor from parasite S. stercoralis. HEK293 ssDAF-12/GRIP1 lit1-tk-luc reporter, luminescence; % of 3 µM dafachronic acid response. activation, % at 6.8 µM. hit rate 1% among 370,000. AID 652126;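 active means activation above the mean over all tested compounds plus 3 SD, cut at about 0.9% in these data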;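 further: 0% = DMSO-only wells and 100% = 3 µM delta7-dafachronic acid wells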
ADAM17 inh – inhibits human ADAM17; hit rate 0.83% among 370,000; recombinant ADAM17, EDANS/DABCYL FRET peptide cleavage; AID 720648; P78536; inhibition, % at 6.95 µM;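 active means inhibition above the mean of compounds lying between control limits plus 3 SD, set per campaign, cut at about 8.5% in these data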;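 further: 0% = DMSO-only wells as the low control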
MBD2 inh – MBD2-methylated oligo binding inhibition; Q9UBB5; hit rate 0.31% among 370,000; TR-FRET, MBD2 binding to methylated oligonucleotide; inhibition, % at 4.4 µM; in the data active means inhibition above about 13%
Target sequence (Q9UBB5 whole entry, looked up): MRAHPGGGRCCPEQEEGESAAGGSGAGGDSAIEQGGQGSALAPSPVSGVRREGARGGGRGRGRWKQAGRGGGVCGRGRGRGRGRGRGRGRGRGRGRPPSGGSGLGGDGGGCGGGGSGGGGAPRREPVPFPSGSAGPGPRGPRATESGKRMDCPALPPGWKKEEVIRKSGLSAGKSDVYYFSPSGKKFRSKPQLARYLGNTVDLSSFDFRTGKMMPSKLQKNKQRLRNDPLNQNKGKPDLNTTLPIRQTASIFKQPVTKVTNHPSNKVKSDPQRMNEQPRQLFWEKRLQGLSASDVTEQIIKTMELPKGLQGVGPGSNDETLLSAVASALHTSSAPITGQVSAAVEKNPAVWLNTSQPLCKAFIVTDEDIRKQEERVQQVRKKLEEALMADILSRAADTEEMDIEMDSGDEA
PLCb3 inh – inhibitors of human phospholipase C beta3. hit rate 0.18% among 370,000. inhibition, % at 12.2 µM. Q01970. AID 720704. Purified PLC-beta3, fluorogenic substrate, fluorescence; in the data active means inhibition above about 11%;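 further: 0% = median of compound wells on plate and 100% = full blocker control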
hgDAF12 agonist – agonists of H. glycines DAF-12 nuclear receptor; HEK293 GAL4-hgDAF12 UAS-luciferase reporter, agonist luminescence; normalized to butyrate control; hit rate 1.8% among 370,000; activation, % at 6.8 µM;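 active means activation above a cutoff set at the mean of all screened compounds plus 3 SD, cut at about 10% in these data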;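 further: 0% = DMSO wells and 100% = sodium butyrate wells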
The depositor's hits bear a star; . = not tested or not shown.

1) O=[N+]([O-])c1cccc(/C=C2\CCc3cnn(C4CCS(=O)(=O)C4)c32)c1 (centres undefined)
2) O=C(CCNC(=O)c1ccccc1Cl)Nc1ccccc1N1CCCC1
3) CCOC(=O)CCCNC(=O)CSc1nc2ccc(OCC)cc2[nH]1
4) O=C(COC(=O)CCc1nc2ccccc2c(=O)[nH]1)Nc1ccccc1
5) Cc1ccc(NC(=O)C(=O)NCCCN2CCOCC2)c(C)c1
6) Nc1nc2c(ncn2[C@@H]2O[C@H](CNCc3ccc4ncccc4c3)[C@@H](O)[C@H]2O)c(=O)[nH]1
7) O=C(COC(=O)/C=C/c1ccc2c(c1)OCO2)NCc1ccccc1
8) O=C(COC(=O)CCC(=O)c1ccc(F)cc1)Nc1cccc(S(=O)(=O)N2CCOCC2)c1

screen / no.	1	2	3	4	5	6	7	8
DAX1 inh-1	-0.2	-0.7	-0.5	-0.4	0.3	1.4	1.8	0.6
Rev-erbA mod	2.5	-14.5	1.6	-10.8	-1.6	0.0	-2.9	-1.5
PLC-gamma1 inh	-2.5	4.1	1.7	-1.9	1.7	-2.1	-62.7	-0.3
SMARCA2 activ	-2.4	3.3	-3.5	-0.5	4.7	-4.0	0.7	-3.1
hcDAF12 agonist	-1.6	-0.3	-0.2	3.2	-0.1	-0.6	0.1	0.8
DAX1 inh-2	0.9	0.0	0.3	1.6	0.2	.	-0.4	-0.3
ssDAF-12 act	-0.6	-1.1	-1.2	-0.4	-1.3	-0.4	-1.3	-1.8
ADAM17 inh	-2.4	-4.7	-0.8	-2.1	-1.9	-0.1	-33.9	-6.4
MBD2 inh	5.9	-1.5	-3.2	3.3	3.9	-2.9	-2.6	1.8
PLCb3 inh	1.6	-4.5	6.9	0.7	-3.6	2.1	-91.7	-7.4
hgDAF12 agonist	1.3	-1.4	0.8	5.0	-2.1	-0.4	1.8	-0.9

The last three compounds of the section above open the next one.
6) Nc1nc2c(ncn2[C@@H]2O[C@H](CNCc3ccc4ncccc4c3)[C@@H](O)[C@H]2O)c(=O)[nH]1
7) O=C(COC(=O)/C=C/c1ccc2c(c1)OCO2)NCc1ccccc1
8) O=C(COC(=O)CCC(=O)c1ccc(F)cc1)Nc1cccc(S(=O)(=O)N2CCOCC2)c1
9) O=C(O)Cn1nnnc1SCC(=O)Nc1ccc(F)cc1F
10) CCc1ccc(C(=O)NNC(=O)c2c(CC)noc2C)cc1
11) N#Cc1nc(-c2cccs2)oc1N1CCN(c2ccccc2)CC1
12) Cc1ccc(C)c(C(O)c2ncc(-c3ccc(Cl)cc3)[nH]2)c1 (centres undefined)
13) COc1ccc(NC(=O)CCN2CCC(C)CC2)cc1
14) O=C(NNC(=O)c1cc2ccccc2cc1O)Nc1ccc(F)cc1F
15) Cc1ccc2c(COC(=O)c3ccccc3Br)cc(=O)oc2c1
16) CCCn1c(COc2ccccc2)nc2ccccc21

screen / no.	6	7	8	9	10	11	12	13	14	15	16
DAX1 inh-1	1.4	1.8	0.6	0.2	0.5	-0.9	0.3	-0.2	-0.5	0.1	-0.3
Rev-erbA mod	0.0	-2.9	-1.5	-2.5	-1.5	-1.6	3.5	-4.1	-0.3	6.1	-3.0
PLC-gamma1 inh	-2.1	-62.7	-0.3	3.6	1.5	-20.8	-2.5	3.0	-84.2	1.4	0.8
SMARCA2 activ	-4.0	0.7	-3.1	2.6	-1.2	-3.6	-3.5	-3.7	0.3	3.3	3.4
hcDAF12 agonist	-0.6	0.1	0.8	-2.5	-1.4	-2.8	-0.6	-2.0	1.9	0.9	-0.1
DAX1 inh-2	.	-0.4	-0.3	-0.6	0.4	0.5	.	0.8	0.5	-0.4	-2.2
ssDAF-12 act	-0.4	-1.3	-1.8	-0.1	-0.7	-1.8	-1.6	-1.2	0.4	-0.6	-1.4
ADAM17 inh	-0.1	-33.9	-6.4	-2.0	-1.8	-8.1	2.0	0.7	-7.8	0.2	-1.6
MBD2 inh	-2.9	-2.6	1.8	-2.0	-3.5	-0.7	-7.7	-3.4	-0.9	-3.8	-1.0
PLCb3 inh	2.1	-91.7	-7.4	2.5	-6.0	-26.6	-2.5	5.1	-128.5	-4.0	-4.7
hgDAF12 agonist	-0.4	1.8	-0.9	-2.5	1.3	-0.1	0.2	2.0	4.6	2.1	1.0

17) COc1ccccc1Nc1nc(Cl)c(C=O)s1
18) O=C(Nc1cccc2ncccc12)c1cc([N+](=O)[O-])ccc1Cl
19) O=C(NCc1ccccc1Cl)C1CCN(S(=O)(=O)N2CCOCC2)CC1
20) Cc1ccc(N2C(=O)N(CC(=O)Nc3ccc(F)c(F)c3)C(=O)C2C)cc1 (centres undefined)
21) CCC1CCc2sc(C(=O)NCC(c3ccccc3OC)N3CCCC3)cc2C1 (centres undefined)
22) CCOC(=O)c1ccc(NC(=O)CNC(=O)C23CC4CC(CC(C4)C2)C3)cc1
23) CN(Cc1ccccc1)C(=O)Cn1c(=O)oc2cc(S(=O)(=O)N3CCCC3)ccc21
24) C=CCCN(Cc1ccccc1)S(=O)(=O)c1cc(Br)ccc1Br

screen / no.	17	18	19	20	21	22	23	24
DAX1 inh-1	-1.6	-0.4	0.3	0.3	0.3	-0.3	-0.6	-0.4
Rev-erbA mod	3.4	-4.3	-1.4	-1.2	9.3	-1.5	-0.2	4.4
PLC-gamma1 inh	-40.9	-1.6	-2.8	4.3	-6.0	3.7	3.0	2.9
SMARCA2 activ	3.0	-0.1	0.3	0.7	-1.6	-0.7	-2.9	0.5
hcDAF12 agonist	0.8	-1.2	-0.6	-0.1	0.4	-0.1	-1.5	-1.0
DAX1 inh-2	0.0	-1.0	0.7	0.3	0.4	0.1	1.7	-0.8
ssDAF-12 act	-1.3	-0.8	-1.5	-1.1	-0.9	-0.1	-1.3	-1.2
ADAM17 inh	-1.2	-0.2	-3.9	-5.5	-1.0	2.6	-0.9	-1.0
MBD2 inh	3.3	-4.7	5.4	5.0	-0.7	-0.7	0.5	2.9
PLCb3 inh	-60.3	4.2	-4.0	-2.2	-9.9	4.4	6.7	1.2
hgDAF12 agonist	2.0	3.2	1.5	2.6	1.2	0.8	-1.9	1.7

25) Cc1ccc2[nH]c(=O)c(CN(Cc3cccs3)C(=S)NCC3CCCO3)cc2c1 (centres undefined)
26) CCN(C(=S)Nc1cccnc1)c1ccccc1
27) COCCCNC(=O)CC(NS(=O)(=O)c1ccc(Cl)cc1)c1ccc(OC)cc1 (centres undefined)
28) COCCN(Cc1cc2cccc(C)c2[nH]c1=O)C(=O)c1ccccc1
29) CCC1=Nc2cc(C(=O)NCCN3CCOCC3)ccc2Sc2ccc(Br)cc21
30) COc1ccc(/C=C/C(=O)O/N=C(\N)c2cccnc2)cc1OC
31) Cc1ccc(S(=O)(=O)Cn2nnnc2C(C(C)C)N2CCN(C(=O)c3ccco3)CC2)cc1 (centres undefined)
32) COc1ccc(OC)c(N=Nc2c(O)c3ccccc3[nH]c2=O)c1

screen / no.	25	26	27	28	29	30	31	32
DAX1 inh-1	-0.2	-0.3	-0.3	0.2	1.6	0.9	0.0	0.5
Rev-erbA mod	6.7	2.2	7.2	-0.2	0.0	4.0	-2.7	-37.8
PLC-gamma1 inh	2.6	4.0	-1.6	-5.9	2.7	-25.5	2.0	-1.7
SMARCA2 activ	-0.1	-1.4	-3.0	-0.7	-3.3	5.2	-0.9	1.7
hcDAF12 agonist	-1.7	1.5	-1.7	-0.1	-0.7	1.2	0.6	2.8
DAX1 inh-2	-1.2	-0.7	-2.0	-1.0	0.4	0.8	-0.2	1.1
ssDAF-12 act	-0.5	-1.9	-0.9	-0.9	-1.3	-0.4	-0.9	0.1
ADAM17 inh	2.3	-7.5	-1.3	-10.6	3.2	-12.1	-5.7	-2.4
MBD2 inh	3.3	-0.5	2.7	4.5	-2.0	-0.7	8.7	-3.6
PLCb3 inh	3.5	-5.5	2.6	-5.5	-4.5	-41.9	2.6	-2.4
hgDAF12 agonist	0.0	0.6	-0.6	0.8	0.8	5.5	0.2	-0.8

33) Cc1ccc(C(=O)CSc2nsc(C)c2C#N)cc1
34) COC(=O)CCc1c(C)[nH]c(=S)[nH]c1=O
35) COc1ccc(CN2C(=O)CCCC2(C)c2nnnn2-c2c(C)cccc2C)cc1OC (centres undefined)
36) Cc1ncc(S(=O)(=O)c2ccc(Cl)cc2)c(-c2ccccc2)n1
37) CN(CC(=O)Nc1ccc(F)cc1)C(=O)CN1C(=O)NC(CCc2ccccc2)C1=O (centres undefined)
38) O=C(c1cnc2nc3ccccc3n2c1)c1cc(F)ccc1O
39) C=CCn1c(CNc2ccccc2)nnc1SCC(=O)N/N=C/c1ccccc1O
40) CCOC(=O)CSc1nnc(NC(=O)c2ccco2)s1

screen / no.	33	34	35	36	37	38	39	40
DAX1 inh-1	2.7	-0.4	-1.2	0.4	-0.3	3.1	-0.1	0.0
Rev-erbA mod	-4.2	-1.6	2.5	-0.9	1.1	1.2	0.1	4.0
PLC-gamma1 inh	-1.9	3.0	-1.5	0.6	2.4	-30.0	-1.5	-4.4
SMARCA2 activ	5.6	-0.7	0.9	0.3	-2.1	0.5	-2.3	1.4
hcDAF12 agonist	2.3	-0.3	-2.2	-0.8	0.2	5.6*	-0.5	-1.9
DAX1 inh-2	1.0	1.8	.	-0.1	-0.9	0.4	-0.4	0.1
ssDAF-12 act	-0.4	-0.8	-1.6	-1.7	-1.2	0.1	-1.4	-0.6
ADAM17 inh	-1.5	1.9	-1.0	-1.4	-4.5	-5.5	-4.0	-3.2
MBD2 inh	3.5	-7.7	-4.8	1.7	7.2	-5.0	-3.7	-3.4
PLCb3 inh	2.2	4.0	-0.1	4.0	-2.2	-56.6	1.6	-11.4
hgDAF12 agonist	5.5	0.0	-1.0	-2.1	2.2	7.5	-1.3	3.5

41) CN(C)C(=O)CSc1nnc(-c2ccc(S(=O)(=O)N3CCCC3)cc2)n1C
42) CCc1nc2c(OCc3ccc(Cl)cc3Cl)cccn2c1N(C=O)Cc1ccc(OC)cc1
43) NC(=O)c1cc(Cl)ccc1OCC(=O)N1CCCc2ccccc21
44) Cn1c(N)c(C(=O)COC(=O)CSc2ccc(Cl)cc2)c(=O)n(C)c1=O
45) O=C(NCCCN1C(=O)c2ccccc2C1=O)OCc1ccccc1
46) COc1cccc(NC(=O)CN2C(=O)COc3ccc(S(=O)(=O)N4CCC(C)CC4)cc32)c1
47) Cc1cc(C)c(NC(=O)CSc2nnc(-c3ccncc3)n2Cc2ccco2)c(Cl)c1
48) CCN1CCN(CCc2nc3cc(NC(=O)COc4ccccc4)ccc3n2C)CC1

screen / no.	41	42	43	44	45	46	47	48
DAX1 inh-1	-0.1	-0.9	-0.2	0.0	0.4	-0.5	-0.1	1.6
Rev-erbA mod	-3.3	-6.4	1.9	-5.8	3.2	3.0	-0.8	3.4
PLC-gamma1 inh	-3.6	0.1	3.8	4.7	0.4	0.8	-6.2	2.6
SMARCA2 activ	2.0	-1.3	-2.1	-2.8	-8.0	-1.4	-2.2	-1.1
hcDAF12 agonist	1.3	-0.1	1.7	3.8	-0.8	1.0	-1.3	-1.5
DAX1 inh-2	-0.1	.	0.1	0.2	-1.0	-0.3	-0.1	-0.1
ssDAF-12 act	-0.7	-1.0	-0.9	-1.5	-1.3	-0.9	-1.8	-1.1
ADAM17 inh	-3.3	0.6	-0.6	5.0	-3.9	-2.1	-5.0	-2.0
MBD2 inh	-3.7	0.4	4.0	-2.2	-2.9	3.4	1.9	5.7
PLCb3 inh	-10.5	-2.0	-5.5	3.8	-4.3	-11.4	-10.3	-0.1
hgDAF12 agonist	0.3	0.8	0.4	0.8	-1.4	-2.2	-2.3	-0.6
